# FadD28 FP inh: inhibitors of Mycobacterium tuberculosis FadD28 bisubstrate binding | FadD28 bisubstrate probe binding, fluorescence polarization | inhibition, % at 12.5 µM | 0.22% of 360,000 active; in the data active = inhibition above about 8.5%, passing the limit was not always enough; inconclusive = no clear call, values can overlap the other calls
# Mtb FBA inh: inhibitors of M. tuberculosis fructose-bisphosphate aldolase | purified M. tuberculosis FBA, fluorescence read-out | inhibition, % at 1 µM | 2.3% of 360,000 active | AID 588726; in the data active = inhibition above about 27%;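 also: 0% = vehicle and 100% = reference inhibitor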
# Target sequence (P9WQA3 whole entry, looked up): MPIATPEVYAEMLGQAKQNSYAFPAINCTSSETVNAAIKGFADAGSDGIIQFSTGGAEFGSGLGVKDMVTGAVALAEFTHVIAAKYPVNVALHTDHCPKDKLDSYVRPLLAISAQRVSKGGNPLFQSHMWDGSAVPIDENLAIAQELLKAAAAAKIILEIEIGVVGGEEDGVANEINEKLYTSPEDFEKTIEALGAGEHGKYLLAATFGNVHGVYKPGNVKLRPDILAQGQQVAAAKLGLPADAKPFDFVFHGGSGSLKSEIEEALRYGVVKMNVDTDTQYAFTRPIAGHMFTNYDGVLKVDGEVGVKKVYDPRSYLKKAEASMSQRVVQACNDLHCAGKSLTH
# CCHF vOTU inh: CCHFV vOTU protease inhibition | Pep-AMC fluorescence | inhibition, % at 11.5 µM | 0.55% of 370,000 active | AID 651958; also: 0% = vehicle wells with enzyme and 100% = no enzyme wells
# PrPC TRFRET: reduces human prion protein on the cell surface; P04156; cell surface PrPC, TR-FRET read-out; inhibition, % at 13.8 µM; 0.43% of 370,000 active; in the data active = inhibition above about 24%; also: 0% = median of the test wells and 100% = reference compound wells
# Mtb UGM inh: inhibitors of M. tuberculosis UDP-galactopyranose mutase; purified UGM, fluorescence polarization probe displacement; inhibition, % at 10 µM; 0.06% of 320,000 active; AID 504406; in the data active = inhibition above about 10%, passing the limit was not always enough; inconclusive = no clear call, values can overlap the other calls
# Target sequence (P9WIQ1 whole entry, looked up): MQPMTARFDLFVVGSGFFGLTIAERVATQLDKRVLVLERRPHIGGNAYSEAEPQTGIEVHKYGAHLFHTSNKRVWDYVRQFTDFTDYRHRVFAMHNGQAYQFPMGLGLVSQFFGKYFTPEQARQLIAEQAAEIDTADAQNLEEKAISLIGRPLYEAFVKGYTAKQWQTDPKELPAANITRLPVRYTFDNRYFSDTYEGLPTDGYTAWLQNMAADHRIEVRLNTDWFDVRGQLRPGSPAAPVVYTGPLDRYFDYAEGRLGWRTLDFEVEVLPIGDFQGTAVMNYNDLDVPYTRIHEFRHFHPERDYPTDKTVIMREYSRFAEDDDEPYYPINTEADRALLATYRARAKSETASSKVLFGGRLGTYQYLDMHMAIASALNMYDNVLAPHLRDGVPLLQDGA
# GDH-TPI counter: counter-screen for M. tuberculosis FBA inhibitors: GDH-TPI coupled enzymes; GDH-TPI coupled enzyme counterscreen, NADH absorbance; inhibition, % at 4.8 µM; 1.2% of 360,000 active; AID 588335;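 also: 0% = DMSO wells and 100% = wells lacking the enzyme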
# BioA inh: BioA (M. tuberculosis) enzyme inhibition. inhibition, % at 9.99 µM. purified M. tuberculosis BioA enzyme, plate reader. 0.096% of 360,000 active. AID 602481; in the data active = inhibition above about 40%; inconclusive = no clear call, values can overlap the other calls
# BoNT A protease: BoNT A light chain protease inhibition; multiplex microsphere protease substrate cleavage, flow cytometry; inhibition, % at 10 µM; 0.17% of 360,000 active; AID 588499; in the data active = inhibition above about 30%; inconclusive = no clear call, values can overlap the other calls; also: plate controls were buffer without enzyme for full effect and enzyme alone for no effect
# BoNT F protease: BoNT F light chain protease inhibition | 0.22% of 360,000 active | inhibition, % at 10 µM | Multiplex microsphere protease cleavage assay, flow cytometry | AID 588497; in the data active = inhibition above about 35%, passing the limit was not always enough; inconclusive = no clear call, values can overlap the other calls; also: plate controls were buffer without enzyme for full effect and enzyme alone for no effect
# Starred values were filed as active, the others as inactive; u = inconclusive; x = not tested or not shown. Rule as the data show it, unless noted: active = inhibition above about 30%; inactive = the rest. This is a random part of the collection, and some 4.8% of all compounds hit somewhere here.
# The opening 4 compounds (preview)
SMILES,FadD28 FP inh,Mtb FBA inh,CCHF vOTU inh,PrPC TRFRET,Mtb UGM inh,GDH-TPI counter,BioA inh,BoNT A protease,BoNT F protease
COc1ccccc1N=C(C)C1=C(O)CC(c2ccccc2)CC1=O (stereo not drawn),-1.5,0,17,9,0.5,4,x,0.3,0
Cc1c(C(=O)Nc2cc(F)cc(F)c2)cnn1-c1ccccc1,-2.4,1,8,10,0.4,4,-1.1,3.5,13
COC(=O)c1c(NC(=O)CSc2nnc(-c3ccco3)n2Cc2ccccc2)sc(C)c1C,-1.2,3,13,-4,-0.3,2,-0.7,-0.7,4
C=CC[C@@H](CC(=O)N[C@H](CO)Cc1ccccc1)C(=O)N[C@@H](COC(=O)[C@@H](CC=C)CC(=O)OC(C)(C)C)Cc1c[nH]c2ccccc12,-1.7,4,31*,4,0.8,7,-0.9,0.3,-3

# The list itself, from the first entry:
SMILES,FadD28 FP inh,Mtb FBA inh,CCHF vOTU inh,PrPC TRFRET,Mtb UGM inh,GDH-TPI counter,BioA inh,BoNT A protease,BoNT F protease
COc1ccccc1N=C(C)C1=C(O)CC(c2ccccc2)CC1=O (stereo not drawn),-1.5,0,17,9,0.5,4,x,0.3,0
Cc1c(C(=O)Nc2cc(F)cc(F)c2)cnn1-c1ccccc1,-2.4,1,8,10,0.4,4,-1.1,3.5,13
COC(=O)c1c(NC(=O)CSc2nnc(-c3ccco3)n2Cc2ccccc2)sc(C)c1C,-1.2,3,13,-4,-0.3,2,-0.7,-0.7,4
C=CC[C@@H](CC(=O)N[C@H](CO)Cc1ccccc1)C(=O)N[C@@H](COC(=O)[C@@H](CC=C)CC(=O)OC(C)(C)C)Cc1c[nH]c2ccccc12,-1.7,4,31*,4,0.8,7,-0.9,0.3,-3
NC(Cc1ccc(O)c([N+](=O)[O-])c1)C(=O)O (stereo not drawn),-0.9,-4,-13,-8,-4.3,4,x,-0.3,0
O=C(/C=C/c1ccco1)NC(=S)Nc1ccccc1N1CCCC1,-1.0,-5,22,-1,0.1,27,x,-0.1,-5
COCCn1c(NCc2ccc(C)cc2)nc2c1c(=O)[nH]c(=O)n2C,-3.6,-5,2,-2,-1.3,-10,0.2,-1.1,-20
CCOC(=O)c1c(NC(=O)C2C3C=CC(C3)C2C(=O)O)sc2c1CCC(C)C2 (stereo not drawn),0.8,15,16,1,0.8,18,2.0,-0.3,5
Cc1ccc2[nH]c3c(c2c1)CN(C(=O)CN1CCN(c2ccccn2)CC1)CC3,-2.4,5,-17,-5,-2.2,-6,-0.3,-1.0,4
CC1Sc2ccc(S(=O)(=O)N3CCC(C(=O)NCc4ccccc4)CC3)cc2NC1=O (stereo not drawn),-1.4,0,7,-3,1.1,8,6.3,0.1,-1
CCN(C(=O)CCS(=O)(=O)c1cccc2nsnc12)c1cccc(C)c1,-3.7,-5,24,-14,0.6,4,-0.3,-0.5,0
O=C(c1cc(N2C(=O)C3C4CCC(C4)C3C2=O)ccc1Cl)N1CCN(c2ccc(F)cc2)CC1 (stereo not drawn),-1.9,0,10,-6,x,-9,x,0.0,-2
CN(C)CCOCCOc1ccc(Cl)cc1Br,-1.7,0,1,-6,-0.7,4,0.4,-0.1,-2
CCc1ccc2c(c1)c(N=NC1=NC(=O)CS1)c(O)n2CC,-0.2,-8,12,-23,-1.5,31*,0.1,0.6,-1
NC(=O)c1nsc(C(=O)N(c2ccccc2)C(C(=O)NC2CCCC2)c2cccs2)c1N (stereo not drawn),-1.4,10,6,-6,0.7,12,-0.3,-0.4,0
CCc1noc(C)c1C(=O)Nc1ccc(S(=O)(=O)N2CCC(C)CC2)cc1,-2.5,-1,3,1,-1.0,-2,-0.7,-1.1,9
C=CCOc1ccc(C(=O)/C=C2/C(=O)Nc3ccccc32)cc1,-3.5,-5,2,8,-2.5,1,-0.3,-3.3,-3
CCC(CO)Oc1cc(NC(=O)c2ccccc2[N+](=O)[O-])c2ncn(C(C)C)c2c1 (stereo not drawn),-2.2,-2,7,-15,-0.2,0,1.4,-0.8,-13
CC(=O)N(C)c1ccc(NC(=O)COc2ccc(Br)cc2C)cc1,-4.4,1,11,0,-1.5,-4,1.9,-0.7,-6
CCOc1ccc(-n2c(SCC(=O)Nc3cc(C)on3)nnc2-c2c[nH]c3ccccc23)cc1,-1.8,5,-9,2,-0.7,15,-0.4,0.3,1

# Continued (5 carried over from the part before).
SMILES,FadD28 FP inh,Mtb FBA inh,CCHF vOTU inh,PrPC TRFRET,Mtb UGM inh,GDH-TPI counter,BioA inh,BoNT A protease,BoNT F protease
CCc1noc(C)c1C(=O)Nc1ccc(S(=O)(=O)N2CCC(C)CC2)cc1,-2.5,-1,3,1,-1.0,-2,-0.7,-1.1,9
C=CCOc1ccc(C(=O)/C=C2/C(=O)Nc3ccccc32)cc1,-3.5,-5,2,8,-2.5,1,-0.3,-3.3,-3
CCC(CO)Oc1cc(NC(=O)c2ccccc2[N+](=O)[O-])c2ncn(C(C)C)c2c1 (stereo not drawn),-2.2,-2,7,-15,-0.2,0,1.4,-0.8,-13
CC(=O)N(C)c1ccc(NC(=O)COc2ccc(Br)cc2C)cc1,-4.4,1,11,0,-1.5,-4,1.9,-0.7,-6
CCOc1ccc(-n2c(SCC(=O)Nc3cc(C)on3)nnc2-c2c[nH]c3ccccc23)cc1,-1.8,5,-9,2,-0.7,15,-0.4,0.3,1
O=C(COC(=O)/C=C/c1cccc(F)c1)Nc1ccccc1-c1ccccc1,-2.9,2,-5,-3,-0.9,-1,x,0.3,-1
CCOC(=O)C1=C(C)NC(=O)NC1c1ccc(-c2ccc(F)cc2)o1 (stereo not drawn),2.3,6,-2,1,4.7,0,x,0.6,-1
C=CCn1c(SCC(=O)NCCC2=CCCCC2)nc2ccc(Cl)cc2c1=O,0.8,9,-3,1,1.2,-1,-3.1,-0.4,-34
COc1ccc(-c2nc(CN3CCC(C(=O)NC4CCCc5ccccc54)CC3)c(C)o2)cc1OC (stereo not drawn),1.5,1,-5,-8,x,-3,x,0.2,-2
Cc1cccc(-c2n[nH]nc2C2=CC(=O)CC(C)(C)C2)c1,-1.0,0,4,-8,x,19,-1.8,-0.8,-1
COc1ccc(/C(C)=N/NC(=O)Cc2c(C)nc(C)[nH]c2=O)cc1,-0.7,1,-13,-6,0.0,12,x,0.4,-1
COc1ccc(NC(=O)c2cc(-c3cc(F)ccc3OCC3CCCO3)n[nH]2)cc1OC (stereo not drawn),-1.6,0,-2,9,x,12,-2.2,-0.2,-4
O=C(CCN1C(=O)c2cccc3cccc(c23)C1=O)NCc1cccnc1,-2.0,35*,-26,-40,-2.3,20,x,-0.7,-3
Clc1ccc(-n2nnnc2CN2CCCCC2)cc1Cl,-2.2,-1,14,-1,-0.3,-2,0.9,-0.8,-1
COc1ccccc1CN1CCNC(=O)C1CC(=O)NCc1csc(C)n1 (stereo not drawn),-5.0,-4,-6,-3,0.2,8,x,0.4,2
CN(C(=O)COC(=O)/C=C/c1ccc(C(F)(F)F)cc1)C1CCS(=O)(=O)C1 (stereo not drawn),-0.5,0,-5,-5,-0.9,-5,1.4,0.9,4
O=C(Nc1ccn(CCOC(=O)c2ccccc2)c(=O)n1)c1ccccc1,-3.3,1,-2,9,x,x,x,0.2,-1
CC1CCC2(CC1)NC(=O)N(CC(=O)N1CCN(S(=O)(=O)c3ccccc3)CC1)C2=O (stereo not drawn),-0.5,0,4,-8,0.8,-2,2.4,-0.5,-2
Nc1nc(Nc2cccc(Cl)c2)n[nH]1,-2.6,1,-7,-2,-3.2,7,-0.1,-0.1,-7
O=C(CN1CCN(c2ccccc2O)CC1)Nc1ccc2c(c1)OCCCO2,-2.8,0,-2,-4,2.1,-6,0.3,3.1,1
Cc1ccccc1C(=O)N1CCN(c2ccc(NC(=O)c3cccnc3Cl)cc2)CC1,-1.8,1,0,8,0.4,13,x,0.2,-7
CCOC(=O)c1nn(-c2ccccc2)c2nnc(Cc3ccc(C)cc3)c(=O)n12,-4.1,1,7,7,0.3,1,-1.4,0.0,1
Cc1ccc(CNC(=O)CS(=O)(=O)Cc2nc(-c3ccccc3F)oc2C)cc1,1.2,4,9,0,0.2,4,-0.7,-0.5,5
O=C(Cc1ccccc1)Nn1c(-c2ccccc2)nc2ccccc2c1=O,-0.6,2,3,-7,-0.6,6,x,-1.3,-13
CCCOC(=O)Nc1nnc(CCC)s1,-1.2,1,-1,0,-0.6,5,-0.8,7.0,10
CCOC(=O)Cc1csc(NC(=O)CSc2nnnn2-c2ccc(C)cc2C)n1,-2.6,-2,15,10,0.0,1,-1.5,-1.5,-24
COc1ccc(NC(=O)c2ccccc2NC(=O)c2ccccc2)cc1,-4.1,-5,-1,-1,-1.1,-2,-2.5,-0.2,4
Cc1onc(-c2ccccc2)c1C(=O)NCc1ccc(F)cc1,-1.9,1,-7,1,0.8,-4,x,-0.5,3
Cc1cccc(C)c1NC(=O)Nc1ccc(S(N)(=O)=O)cc1,-2.1,-1,2,5,-4.4,2,-0.6,-2.8,u
N#Cc1c(/N=C/c2ccc(-c3ccc(C(=O)O)c(Cl)c3)o2)sc2c1CCCC2,-0.5,6,17,-8,3.4,25,10,-5.1,u
C=CCN(CC=C)S(=O)(=O)c1ccc(NC(=S)NC(=O)c2ccc(-c3ccccc3)cc2)cc1,-3.5,0,18,0,1.1,13,-1.2,0.7,10
CCOc1ccccc1NC(=O)Cn1c(=O)n(-c2ccccc2)c(=O)c2oc3ccccc3c21,-2.0,-1,-8,6,1.2,1,x,-0.6,2
Cc1ccc(C2SCCN2C(=O)c2ccc([N+](=O)[O-])cc2)cc1 (stereo not drawn),-0.3,2,-3,-24,-4.4,10,x,-0.5,2
CCOC(=O)C1=C(C)N(C)C(=O)NC1c1c(OC)ccc2ccccc12 (stereo not drawn),-2.1,-1,8,9,1.5,7,-2.0,-0.7,1
CCCNC(=O)CSc1nccn1Cc1ccco1,-1.0,2,9,2,-0.1,-2,x,-0.9,10
Cc1ccc(CNC(=O)C(=O)NCCC2CCCCN2S(=O)(=O)c2ccc(C)cc2)cc1 (stereo not drawn),-3.8,0,9,5,1.5,-4,-0.2,-1.9,0
CCC1CCCCN1CCCNC(=O)c1ccc2c(=O)n(Cc3ccc(OC)cc3)c(=O)[nH]c2c1 (stereo not drawn),-7.3,2,-13,-9,2.6,3,1.6,-0.4,-6
COc1cccc(C(=O)N(C)C(C)c2nc3ccccc3s2)c1 (stereo not drawn),-2.7,-2,4,-4,-1.9,1,1.2,2.7,1
COCC(=O)Nc1ccc(OC)c(Cl)c1,-1.4,-1,-3,9,0.6,1,x,-0.7,0
CCCCN(CC)CCNC(=O)C1CCCN(S(=O)(=O)c2cccc3nsnc23)C1 (stereo not drawn),-2.0,-1,10,-30,-0.7,11,0.4,-1.3,-7
O=c1[nH]nc(SCCS(=O)(=O)c2ccc(F)cc2)n1-c1ccc2c(c1)OCCO2,-3.9,-2,7,1,-3.3,-8,-0.9,1.1,u
O=C1CCC(=O)N1c1ccc(NCc2ccccc2Cl)c([N+](=O)[O-])c1,0.5,-7,-1,-3,2.3,-8,-0.5,-0.6,-1
O=C(O)c1ccc(C(=O)O)c(C(=O)c2ccccc2)c1,-2.2,-3,3,8,0.9,14,-2.3,-3.0,-5
CC1CCCCN1CC(=O)Nc1ccc(N2CCCCCC2)cc1 (stereo not drawn),-2.8,3,3,-4,2.0,-7,x,0.0,-30
CCC(=O)Nc1cc(-c2nn(C)c(=O)c3ccccc23)ccc1N1CCCCC1,-0.7,-1,2,5,2.7,6,2.4,0.5,-5
O=C(NC1CCCC1)C1CC(=O)N(c2ccc(F)c(Cl)c2)C1 (stereo not drawn),-3.5,2,3,-5,-2.3,3,-1.1,-0.8,-3

# Single records, from the list above. Order of values: FadD28 FP inh | Mtb FBA inh | CCHF vOTU inh | PrPC TRFRET | Mtb UGM inh | GDH-TPI counter | BioA inh | BoNT A protease | BoNT F protease
# O=C(NC1CCCC1)C1CC(=O)N(c2ccc(F)c(Cl)c2)C1 (stereo not drawn) across the screens: -3.5 | 2 | 3 | -5 | -2.3 | 3 | -1.1 | -0.8 | -3
# COCC(=O)Nc1ccc(OC)c(Cl)c1 across the screens: -1.4 | -1 | -3 | 9 | 0.6 | 1 | x | -0.7 | 0
